TRb-SRC2 inh – TRbeta-SRC2 interaction inhibition. P10828. TRbeta-SRC2 peptide binding, fluorescence polarization; receptor liganded with 1 µM T3. Potency, µM (series often up to 106 µM), for the others: top-dose activity change, negative = inhibition, most hits filed as inhibitors. actives 0.065% (n = 280,000). AID 1469;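 note: plate controls were bound peptide for no effect and peptide without receptor for full effect; nearly all actives have a fitted effect of over 50% in size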
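Decrease in fluorescence polarization of 20 nM Texas Red SRC2 coactivator peptide flagged inhibition of its binding to 0.6 uM TRb LBD; 1 uM T3 included, incubation 5 hr, ex 555/em 632 nm.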
Tau FP inhib – tau fibrillization inhibition (FP); P10636; K18 P301L tau heparin fibrillization, Alexa594 FP, 6 h; Potency, µM (doses to about 57.7 µM), without a hit: at the highest dose activity, negative = inhibition, actives largely listed as inhibitors; actives 0.39% (n = 280,000); AID 1468; note: % is set by controls: 0 for no effect and ±100 for the full control effect; nearly all actives have a fitted effect of over 55% in size
Target sequence (P10636 561-689 P618L limits assumed): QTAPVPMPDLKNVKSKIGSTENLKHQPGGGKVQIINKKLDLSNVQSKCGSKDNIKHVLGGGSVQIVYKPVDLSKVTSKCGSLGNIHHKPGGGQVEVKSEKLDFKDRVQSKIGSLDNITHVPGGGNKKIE
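Human K18 P301L fragment (15 uM unlabeled plus 0.24 uM Alexa 594-labeled) in 100 mM sodium acetate pH 7 with compound, aggregation induced by 20 uM heparin for 6 hr at 37 C. ThT (30 uM) added for 1 hr, then Alexa 594 FP read.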
Tau fluor cs – counter-screen for tau fibril formation inhibitors | Potency, µM (doses to about 57.7 µM), for inactives: top-dose activity change, negative = decrease | actives 0.93% (n = 280,000) | tau K18 P301L Alexa594 fluorescence, heparin fibrillization; note: % is set by controls: 0 for no effect and ±100 for the full control effect; nearly all actives have a fitted effect of over 55% in size
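Human tau K18 P301L (15 uM unlabeled, 0.24 uM Alexa 594-labeled) in 100 mM sodium acetate pH 7 with 20 uM heparin, 6 hr at 37 C. ThT 30 uM added, 1 hr ambient; Alexa 594 FP and total fluorescence read at 555/632 nm.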
TexasRed fluor – Texas Red fluorescence interference in TRb-SRC2 counter-screen. TRb/SRC2 Texas Red total fluorescence interference. Potency, µM (titrated, usually from 106 µM), for the others: at the highest dose fluorescence change, negative = quenching. actives 0.29% (n = 280,000); active = well fitted curve in either direction with a large enough effect; inconclusive = small, poorly fitted or top-dose-only effect; note: % is set by controls: 0 for no effect and ±100 for the full control effect
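Flags fluorescent or light-absorbing compounds by total fluorescence, S + 2P, at 555 nm excitation and 632 nm emission. Mixture: 20 nM Texas Red SRC2 peptide, 0.6 uM human TRb LBD, 1 uM T3, 5% DMSO; compound exposure 5 h at ambient temperature.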
RECQ1 inh – RECQ1 (human) helicase inhibition | actives 0.54% (n = 240,000) | RECQ1 DNA unwinding, red fluorescence kinetic read | AID 2549 | Potency, µM (series often up to 57.3 µM), for the others: at the highest dose activity, negative = inhibition, usual class: inhibitors;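 note: plate controls were vehicle for no effect and no enzyme for full effect; nearly all actives have a fitted effect of over 30% in size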
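RECQ1T1 50 nM; forked duplex (20 bp + 30-nt ss tails) 200 nM, ATP 2 mM final; pH 8.0, 2 mM MgCl2, 2.5 ug/ml poly(dI-dC); 15 min compound preincubation; discontinuous kinetic read over 2 h at RT.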
HTT ATP protect – protects HTT-Q103 PC12 cells, measured by ATP | actives 0.14% (n = 230,000) | AID 1471 | PC12 HTT-Q103 induced, cytoprotection, ATP luminescence, 40 h | Potency, µM (top dose mostly 56.4 µM), for the others: cytoprotection (ATP increase), most hits filed as activators;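 note: % of control where 0% means no effect; nearly all actives have a fitted effect of over 45% in size; toxic huntingtin expression switched on by the ecdysone agonist tebufenozide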
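Rat PC12, Q103 Htt exon1-GFP fusion, ecdysone promoter; tebufenozide inducer 100 nM final; compound titration; qHTS, 1500 cells/well; ATPlite luminescent read.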
Tau fibril ThT – blocks human tau fibril formation measured by thioflavin T | P10636 | actives 2.1% (n = 270,000) | Potency, µM (titrated, usually from 57.4 µM), inactives show at the highest dose activity, negative = inhibition, hits mostly inhibitors | recombinant tau K18 P301L (four-repeat tau fragment), heparin-induced fibrillization, ThT fluorescence | AID 1460; note: % is set by controls: 0 for no effect and ±100 for the full control effect; nearly all actives have a fitted effect of over 55% in size
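In this qHTS, human K18 P301L tau is incubated with compound and heparin for 6 hr at 37 C, and Thioflavin T fluorescence then reports fibril load.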
L3MBTL1 inh – blocks human L3MBTL1. Q9Y468. AlphaScreen L3MBTL1–H3K9me1 peptide binding. Potency, µM (series often up to 57.1 µM), inactives show at the top dose activity, negative = inhibition, usual class: inhibitors. actives 0.66% (n = 230,000). AID 485360; note: % is set by controls: 0 for no effect and ±100 for the full control effect; nearly all actives have a fitted effect of over 60% in size
Target sequence (Q9Y468 whole entry, looked up): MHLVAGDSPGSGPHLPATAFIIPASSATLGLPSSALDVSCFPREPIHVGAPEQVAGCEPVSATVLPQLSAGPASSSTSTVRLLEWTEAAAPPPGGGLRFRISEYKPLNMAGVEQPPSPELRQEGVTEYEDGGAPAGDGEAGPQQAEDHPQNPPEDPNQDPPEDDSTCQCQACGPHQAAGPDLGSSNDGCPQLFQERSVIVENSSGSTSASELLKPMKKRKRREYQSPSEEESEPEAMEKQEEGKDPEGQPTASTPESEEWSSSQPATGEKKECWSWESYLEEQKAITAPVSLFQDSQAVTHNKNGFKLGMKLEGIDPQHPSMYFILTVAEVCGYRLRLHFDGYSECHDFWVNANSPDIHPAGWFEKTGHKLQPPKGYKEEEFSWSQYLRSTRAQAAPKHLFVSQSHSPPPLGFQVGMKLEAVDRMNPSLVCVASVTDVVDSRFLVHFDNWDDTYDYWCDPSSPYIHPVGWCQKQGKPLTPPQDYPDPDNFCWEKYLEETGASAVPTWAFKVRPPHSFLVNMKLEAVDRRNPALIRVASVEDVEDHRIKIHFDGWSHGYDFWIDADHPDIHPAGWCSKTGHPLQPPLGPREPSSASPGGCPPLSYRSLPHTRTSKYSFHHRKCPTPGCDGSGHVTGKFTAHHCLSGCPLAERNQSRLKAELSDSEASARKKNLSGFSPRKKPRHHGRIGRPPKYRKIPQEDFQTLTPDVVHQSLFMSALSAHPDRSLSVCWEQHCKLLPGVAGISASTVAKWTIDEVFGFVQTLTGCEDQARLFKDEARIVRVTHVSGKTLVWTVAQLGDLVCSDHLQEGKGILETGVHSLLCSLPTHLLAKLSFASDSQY
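Displacement of a biotinylated histone H3(1-15) peptide monomethylated at Lys9 (75 nM) from L3MBTL1 (50 nM) was measured by AlphaScreen after a 30 min room-temperature compound incubation; cefsulodin titration served as intraplate control.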
An asterisk follows results filed as active; i = inactive; ? = inconclusive; nt = not tested or not shown; [ ] = remark or other dose. Unless noted, calls come from the whole dose curve; as a rule, active = well fitted curve in the direction sought with a large enough effect; inconclusive = small, poorly fitted or top-dose-only effect, or another doubt; inactive = no such curve, though single readings can be large; an effect the other way counts as inactive or inconclusive. Potency is the fitted concentration of half-maximal effect.

smiles	TRb-SRC2 inh	Tau FP inhib	Tau fluor cs	TexasRed fluor	RECQ1 inh	HTT ATP protect	Tau fibril ThT	L3MBTL1 inh
COc1ccc(CCNC(=S)N2CCC(C(N)=O)CC2)cc1	-0.5%	-5.1%	-5.6%	-4.7%	3.5%	14.3%[10 µM]	-4.6%	nt
CC(C)CN1CCN(Cc2cccn2-c2cccnc2)CC1CCO (configuration not stated)	-3.3%	-1.5%	-7.5%	-4.2%	-8.8%	-7.8%[10 µM]	-14.3%	-7.8%
O=C(Nc1cc(-c2nc3cc(Cl)ccc3o2)ccc1Cl)c1cccs1	7.8%	-7.5%	0.4%	-2.7%	nt	nt	4.7%	nt
Cc1ccc(CNC(=O)C2CC(c3ccccc3[N+](=O)[O-])=NO2)o1 (configuration not stated)	4.5%	-5.0%	-3.5%	-3.3%	-5.3%	-31.7%[10 µM]	-8.1%	-5.8%
Cc1cccc(NC(=O)CSc2nnc(Cc3ccccc3)o2)c1	4.7%	-9.2%	-21.0%	-5.1%	-8.0%	8.6%[10 µM]	-12.0%	5.0%
Cc1nc2sc(-c3ccccc3)cc2c(=O)n1-n1cccc1	5.3%	-1.1%	-6.3%	1.1%	i	-3.4%	-5.1%	-5.6%
CCOc1cc(C2c3c(oc4cc(C)c(Cl)cc4c3=O)C(=O)N2Cc2ccco2)ccc1O (configuration not stated)	0.5%	-9.9%	-17.6%	0.4%	i	-30.9%	-9.5%	-2.5%
CCOC(=O)c1ccc(N2C(=O)c3n[nH]c(C)c3C2c2ccccn2)cc1 (configuration not stated)	-3.5%	-12.0%	-3.9%	-0.8%	-10.8%	3.4%	5.9%	3.9%
O=S(=O)(Nc1nccs1)c1ccc2c(c1)OCCO2	-2.5%	0.8%	-1.6%	-3.6%	-7.5%	2.7%	-4.3%	0.8%
COC(=O)C1=C(C)[C@H](O)[C@@H](C)[C@](C)(c2cc(OC)c(C)c(OC)c2COc2ccccc2)O1	3.0%	-7.9%	-8.1%	-1.1%	i	?	3.8%	nt
O=C(/C=C/c1ccc([N+](=O)[O-])cc1)NCCSc1ccccc1	-15.4%	14.2%	?	-5.3%	-21.0%	14.4%[10 µM]	?	-0.4%
CN1Cc2c(C(=O)OC(C)(C)C)ncn2-c2ccsc2C1=O	3.2%	6.5%	-2.5%	-1.2%	-3.2%	?	-7.2%	nt
O=C(CCCCCNc1nc(=S)[nH]c2ccccc12)NCCc1c[nH]c2ccccc12	3.5%	16.0%	?	-21.5%	-4.3%	21.6%[10 µM]	?	-8.2%
O=C(/C(=C(\O)c1ccccc1)c1ncc[nH]1)c1ccccc1	-0.1%	4.9%	3.5%	-2.1%	-0.1%	-34.4%[inhibitor]	2.9%	7.4%
COc1cccc(NC(=O)COC(=O)CCCc2c[nH]c3ccccc23)c1	-12.6%	11.3%	?	0.1%	i	-2.2%	?	-1.9%
S=c1[nH]cc(-c2ccccc2)[nH]1	-3.0%	1.1%	1.3%	-10.2%	i	23.1%[10 µM]	-1.6%	nt
COc1ccc(CCNC(=O)C2CCN(S(=O)(=O)c3cccs3)CC2)cc1OC	-4.9%	-9.7%	-14.9%	-0.5%	i	-33.3%[inhibitor]	-10.9%	nt
N#C/C(=C\c1ccccc1)C(=O)NC(=O)Oc1ccccc1	-2.3%	0.9%	-2.2%	-2.0%	-10.3%	-9.3%	-11.7%	nt
c1ccc(N2CCN(Cc3ccsc3)CC2)nc1	3.0%	-2.2%	5.1%	0.3%	-5.3%	8.3%[10 µM]	-1.6%	2.6%
COc1cc(C(=S)N2CCCCC2)ccc1OCC(=O)N1CCCC1	4.7%	-5.3%	-4.9%	-4.6%	-11.9%	-26.6%	-6.1%	-15.7%[11.4 µM]
Fc1cc(F)cc(NC(=S)NN2CCOCC2)c1	-2.8%	-0.6%	9.6%	-2.2%	i	-18.6%	12.0%	1.0%
CC(C)CC(c1nnnn1CC1CCCO1)N1CCN(C2CCCC2)CC1 (configuration not stated)	-7.5%	7.3%	1.8%	-1.5%	-2.3%	7.3%	-2.8%	nt
O=C1c2ccccc2-c2onc3ccc(NCc4ccco4)c1c23	35.5µM*	25.1µM*	4.47µM*[quencher]	44.7µM*[fluorescent]	20µM*	-27.4%	3.16µM*	-3.4%
Cc1ccc(C)c2nc3sc(C(=O)N4CCCc5ccccc54)c(N)c3cc12	-0.4%	0.9%	-25.7%	2.0%	-16.9%	-7.1%	?	7.6%

Of the compounds above, 2 have two or more sulfur atoms:
smiles	TRb-SRC2 inh	Tau FP inhib	Tau fluor cs	TexasRed fluor	RECQ1 inh	HTT ATP protect	Tau fibril ThT	L3MBTL1 inh
O=S(=O)(Nc1nccs1)c1ccc2c(c1)OCCO2	-2.5%	0.8%	-1.6%	-3.6%	-7.5%	2.7%	-4.3%	0.8%
COc1ccc(CCNC(=O)C2CCN(S(=O)(=O)c3cccs3)CC2)cc1OC	-4.9%	-9.7%	-14.9%	-0.5%	i	-33.3%[inhibitor]	-10.9%	nt

(listing goes on)
smiles	TRb-SRC2 inh	Tau FP inhib	Tau fluor cs	TexasRed fluor	RECQ1 inh	HTT ATP protect	Tau fibril ThT	L3MBTL1 inh
COc1cc(NC(=O)Cn2c(C)cc(C)c(C#N)c2=O)cc(OC)c1	-5.5%	0.1%	-0.4%	-0.3%	nt	nt	6.5%	nt
CCOc1ccccc1OCC(=O)NNC(=S)NC1CCCCC1	7.1%	0.3%	-0.6%	0.0%	i	60.7%	1.0%	-12.9%
COc1ccc(C(=O)/C=C/C(=O)N(CC(=O)NC2CCCCC2)Cc2cccs2)c(O)c1	-3.0%	-8.1%	-10.0%	-0.5%	2.8%	-14.3%[10 µM]	?	-10.6%
CCc1cccc2nc3c(c([Si](CC)(CC)CC)c12)Cn1c-3cccc1=O	-1.0%	-13.5%	-25.2%	-0.3%	i	-21.5%	?	nt
COc1ccc(CNC(=O)c2n[nH]c3ccccc23)cc1OC	1.6%	8.2%	-2.2%	3.3%	-4.1%	-6.9%	-5.1%	-12.0%
C=CCc1cc(/C=C/c2nc(O)c([N+](=O)[O-])c(=O)[nH]2)cc(OC)c1O	2.3%	5.7%	-10.3%	-17.0%	?	nt	?	?
O=C(Nc1ccccc1C(=O)N/N=C/c1ccncc1)c1ccccc1	2.8%	-5.6%	-25.6%	-2.7%	-0.5%	-200.7%[inhibitor]	-14.3%	nt
CC(=O)Nc1ccc(NC(=O)C23CC4CC(C2)CC(n2cnc(Br)n2)(C4)C3)cc1	0.5%	-3.4%	-1.8%	-0.8%	i	-31.1%[inhibitor]	-3.9%	-0.5%
CCCS(=O)(=O)N1CCC(n2c(C(F)(F)F)nc3cccnc32)CC1	1.7%	1.6%	-16.6%	0.4%	nt	nt	-15.8%	nt
O=C(Nc1ccccc1N1CCCCC1)c1ccc2nccnc2c1	-0.4%	-4.2%	-25.8%	-4.4%	-2.1%	-11.7%[10 µM]	?	0.6%
COc1cc(-c2ccc(NC(=O)c3ccc(C)cc3)c(OC)c2)ccc1NC(=O)c1ccc(C)cc1	-0.5%	-2.3%	-13.1%	0.3%	i	-14.7%	-10.9%	4.9%
CCCn1c(O)c(N=N)c2ccccc21	-7.1%	1.3%	4.8%	-1.5%	-1.5%	-47.6%[inhibitor]	-2.8%	-3.2%
CCOC(=O)C1(CCC(C)C)CC(CSc2nc3ccccc3[nH]2)OC1=O (configuration not stated)	-9.6%	-17.3%	?	-1.3%	i	36.7%	-8.3%	nt
Cc1ccc2ncccc2c1NS(=O)(=O)c1ccccc1	8.0%	0.9%	-9.4%	0.2%	-2.7%	-20.2%	-11.3%	-7.0%
O=C(Nc1ccccc1N1CCCCC1)c1ccc(-c2cccc(Cl)c2)o1	10.3%	2.6%	-9.3%	0.0%	2.4%	nt	-5.0%	-7.9%
Cc1ccc([N+](=O)[O-])cc1-c1[nH]c(-c2ccc(O)c(O)c2)nc1-c1ccccc1	7.2%	16.1%	12.6µM*[quencher]	-5.2%	-21.6%	-18.6%	?	nt
O=c1oc2ccccc2c(Nc2cc3ccccc3cc2O)c1[N+](=O)[O-]	1.6%	2.3%	7.8%	0.8%	0.6%	-33.5%[10 µM]	8.6%	-23.8%
CCC1Oc2ccccc2N(CC(=O)Nc2ccc(OC)cc2OC)C1=O (configuration not stated)	0.0%	5.9%	-9.6%	-1.5%	2.7%	8.4%	-3.3%	nt
COC(=O)C1(CCSC)NC(c2ccc(O)cc2)C2C(=O)N(c3ccc4c(c3)OCCO4)C(=O)C21 (configuration not stated)	-0.4%	1.1%	-8.2%	-1.0%	-15.7%	-8.8%[10 µM]	-5.5%	-5.9%
O=[N+]([O-])c1ccc(C2=Nn3c(Cn4nnc5ccccc54)nnc3SC2)cc1	-0.1%	-16.4%	-22.1%	-2.9%	i	-9.4%[10 µM]	nt	nt

Results in TRb-SRC2 inh and Tau fluor cs (2 entries from above):
SMILES	TRb-SRC2 inh	Tau fluor cs
COc1ccc(CCNC(=S)N2CCC(C(N)=O)CC2)cc1	-0.5%	-5.6%
CC(C)CN1CCN(Cc2cccn2-c2cccnc2)CC1CCO (configuration not stated)	-3.3%	-7.5%

Source: PubChem

This is a subset (hit frequency here may not be typical).
